HTRA1 inh – blocks human HTRA1 serine peptidase; recombinant HTRA1, FP-rhodamine activity-based probe, fluorescence polarization; inhibition, % at 5.96 µM; hit rate 0.5% among 340,000; AID 504803; in the data active = inhibition above about 36%;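 note: 0% = enzyme with DMSO and 100% = wells lacking enzyme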
PG9 Ab binder – small molecules binding HIV-1 gp120 antibody PG9 | TR-FRET gp120-PG9 antibody binding | inhibition, % at 6.7 µM | hit rate 0.43% among 360,000; in the data active = inhibition above about 8.5%
LEDGF integ inh – blocks HIV-1 LEDGF/p75-dependent DNA integration | inhibition, % at 3.7 µM | hit rate 0.64% among 370,000 | TR-FRET IN-LEDGF/p75 DNA integration, Eu/Cy5 | AID 743269;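 active = inhibition above the screen-wide mean plus 3 SD, cut at about 13% in these data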;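 note: signal is the Cy5 over europium emission ratio at 671 and 618 nm; 0% = plate median of compound wells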
mABHD4 FP – inhibitors of mouse ABHD4; Q8VD66; AID 720543; purified mABHD4, FP-Rh probe fluorescence polarization; inhibition, % at 8.92 µM; hit rate 0.54% among 370,000;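 active = inhibition exceeding the mean over every tested compound plus 3 SD, cut at about 30% in these data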;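 note: 0% = plate median of compound wells and 100% = S159A mutant with DMSO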
Target sequence (Q8VD66 whole entry, looked up): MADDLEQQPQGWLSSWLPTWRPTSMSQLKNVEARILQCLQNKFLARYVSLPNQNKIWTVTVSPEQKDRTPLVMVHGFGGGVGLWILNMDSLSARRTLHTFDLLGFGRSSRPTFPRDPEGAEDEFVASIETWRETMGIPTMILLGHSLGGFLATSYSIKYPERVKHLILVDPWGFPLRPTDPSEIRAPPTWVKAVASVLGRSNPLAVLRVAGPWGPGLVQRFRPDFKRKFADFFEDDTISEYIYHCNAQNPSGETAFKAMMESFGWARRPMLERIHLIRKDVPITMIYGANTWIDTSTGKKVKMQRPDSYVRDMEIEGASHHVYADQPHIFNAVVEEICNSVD
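System: mouse ABHD4 enzyme, wild type / Medium: HEPES pH 7.0, NaCl, Pluronic buffer / Reagent: FP-Rh activity-based fluorescent probe / Control set: S159A mutant high control, sample median low control / Detection: fluorescence polarization with parallel and perpendicular emission, 525/598 nm / Schedule: 45 min + 60 min at 25 °C / Compound dosing: 8.92 µM, single dose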
UHRF1 MBD2 ctr – human UHRF1 methylated DNA binding inhibitors | UHRF1 binding to methylated oligo, TR-FRET | inhibition, % at 4.4 µM | hit rate 0.75% among 370,000; in the data active = inhibition above about 21%;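 note: UHRF1 SRA domain binding a hemimethylated CpG hairpin DNA probe; 0% = median of test compound wells and 100% = reference inhibitor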
TCR CD3 inh – human TCR-CD3 binding inhibition. inhibition, % at 9.4 µM. hit rate 0.37% among 360,000. TAMRA-labeled TCR probe fluorescence, biochemical; in the data active = inhibition above about 19%;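 note: recombinant mutant TCR 2C K166C tagged with TAMRA read by polarization; 0% = receptor in buffer alone and 100% = receptor with positive control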
Tn7 DDE FP – inhibitors of Tn7 peptide binding to human fibrin DD(E); P02675; FP displacement of FITC-Tn7 peptide from fibrin DD(E); 0% = median of compound wells per plate; inhibition, % at 8.3 µM; hit rate 0.13% among 370,000;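 active = inhibition above the mean of compounds falling within the control limits plus 3 SD of them, cut at about 14% in these data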;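 note: 0% = plate median of compound wells and 100% = 10 µM Aha-Tn7 peptide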
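assay system = human clot-derived fibrin DD(E) complex | quantity = Fibrin-DD(E) at 2 µM final | timing = 10 min preincubation, 3 h with tracer, room temperature | signal = fluorescence polarization | measure = percent inhibition | benchmarks = high control wells with 10 µM unlabelled Aha-Tn7 peptide (full inhibition) | replicates = singlicate testing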
SIAE inh – inhibitors of human sialic acid acetylesterase SIAE; hit rate 0.69% among 370,000; SIAE FP-Rh probe binding, fluorescence polarization; inhibition, % at 9.66 µM; Q9HAT2;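 active = inhibition above a cutoff: mean of compounds within the control limits plus 3 SD of those, cut at about 17% in these data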;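 note: 0% = plate median of compound wells and 100% = probe without SIAE protein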
TDP2 inh – blocks human TDP2 phosphodiesterase activity; hit rate 0.34% among 370,000; recombinant TDP2, T5PNP hydrolysis, p-nitrophenol absorbance 415 nm; AID 720702; inhibition, % at 12.8 µM;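 active = inhibition above the mean of all tested compounds plus 3 SD, set per campaign, cut at about 25% in these data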;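 note: 0% = DMSO with enzyme and 100% = buffer with substrate but no TDP2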
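System – recombinant human TDP2 · Amount – 120 nM TDP2 per well · Buffer or medium – Mg2+-containing Tris-HCl buffer, pH 7.5 · Reagent – T5PNP substrate, 5 mM · Dosing – 12.8 µM single point, 1% DMSO · Incubation – 2 h at 37 °C · Measured by – epi absorbance · Read-out basis – percent inhibition · Benchmarks – high control without enzyme, low control DMSO plus TDP2 · Repeats – singlicate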
PRMT1 inh – inhibitors of human PRMT1. Q99873. recombinant PRMT1, activity-based probe fluorescence polarization. inhibition, % at 2.79 µM. hit rate 1.3% among 370,000;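 active = inhibition above about 21% made by adding two undisclosed values, limit read from the data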
Target sequence (Q99873 whole entry, looked up): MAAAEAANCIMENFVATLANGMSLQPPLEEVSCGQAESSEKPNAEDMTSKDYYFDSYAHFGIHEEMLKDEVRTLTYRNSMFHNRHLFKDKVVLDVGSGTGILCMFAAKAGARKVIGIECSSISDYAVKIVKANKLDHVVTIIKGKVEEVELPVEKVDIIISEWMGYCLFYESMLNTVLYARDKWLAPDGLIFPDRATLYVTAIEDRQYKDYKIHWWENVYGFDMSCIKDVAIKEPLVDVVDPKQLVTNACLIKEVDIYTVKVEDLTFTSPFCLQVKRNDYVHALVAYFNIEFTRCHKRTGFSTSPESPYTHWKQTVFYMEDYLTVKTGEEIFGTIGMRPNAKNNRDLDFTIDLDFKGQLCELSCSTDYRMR
* hit, by the source's call; · = not tested or not shown.

SMILES	HTRA1 inh	PG9 Ab binder	LEDGF integ inh	mABHD4 FP	UHRF1 MBD2 ctr	TCR CD3 inh	Tn7 DDE FP	SIAE inh	TDP2 inh	PRMT1 inh
CCOC(=O)CNC(=O)c1sc(NC(=O)c2cccc(F)c2)nc1C	-2	-2.2	1	3	-2	-2	5	6	8	0
CC(=O)N/C(N)=N/c1nc2cc(C)ccc2o1	8	-1.9	1	2	4	-4	2	-5	3	-3
Cc1cc2occ(CC(=O)NNC(=O)c3ccccc3)c2cc1C	-10	-1.1	4	-4	-2	2	-2	3	-1	-6
CCOCCCNCc1ccc(OCc2ccccc2Cl)cc1	8	-1.7	-4	4	1	0	-3	-1	-8	-1
Cc1sc(N2C(=O)C3C4C=CC(C4)C3C2=O)c(C#N)c1C (centres undefined)	3	-3.0	2	-3	-2	6	0	2	5	-2
Cc1ccc(-n2cc(CNC(C)c3cnn(C)c3)c(-c3ccc(F)cc3)n2)cc1 (centres undefined)	-1	-3.0	-4	2	-1	6	-8	2	-5	-2
CCC(CC)=NNc1cccc([N+](=O)[O-])c1	3	-1.1	-1	2	1	-7	-2	3	-1	-3
O=C1CCN(CCCc2ccccc2)CCN1CCO	-5	-2.2	-2	3	1	-5	-4	0	4	-6
O=C(Nc1ccc2oc(=O)ccc2c1)c1ccccc1[N+](=O)[O-]	7	-3.7	5	4	-1	4	4	-1	8	0
CCCc1cc(=O)[nH]c(SCC(=O)C(C)(C)C)n1	1	-0.4	0	1	-1	-3	-1	4	-1	-1
NC(=O)NC(=O)Nc1ccccc1Cl	1	-3.4	3	-3	4	-9	-5	-1	-15	-2
COc1ccc(NS(=O)(=O)c2cccc(C(=O)NCC(c3cccs3)N3CCOCC3)c2)cc1 (centres undefined)	-2	-0.1	-2	0	0	4	0	2	-4	0
CC(=O)c1sc2c(c1OC(=O)c1ccc(Cl)cc1)c(=O)n(-c1ccccc1)c(=S)n2-c1ccccc1	6	-0.6	1	-10	10	-1	-4	1	-11	-1
COc1ccc(CCN2C(=O)NC(NS(=O)(=O)c3ccccc3)(C(F)(F)F)C2=O)cc1OC (centres undefined)	33	-0.3	2	0	5	2	2	-3	-1	-3
O=C1COc2ccc(C(=O)COC(=O)c3cccnc3Cl)cc2N1	2	-1.3	2	0	1	-4	-6	-5	-4	-3
Cc1cc(C)cc(C(=O)NCCCc2ccccc2)c1	2	-0.1	0	-1	2	-1	-7	1	5	4
Cc1ccc2c(n1)CC(C)(C)CC2=O	-1	-0.2	0	-5	3	7	5	2	-11	2
CC(=O)NC(NC(C)=O)c1cccc(OCc2ccccc2)c1	4	-1.6	2	-3	1	-3	-8	-4	-7	-3
Cc1cc(OC(=O)NCCc2ccc(F)cc2)ccc1F	·	0.4	6	-8	-1	1	2	8	-2	-2
CC(C)NC(=O)COc1cccc2ccccc12	3	0.1	-2	4	-3	1	-1	8	3	-1
COc1ccccc1NS(=O)(=O)c1ccc(NN=C2CCCC2)c([N+](=O)[O-])c1	3	1.4	1	-1	-4	-7	-3	5	8	1
COc1ccc(/C=C/C(=O)OCc2cccc([N+](=O)[O-])c2)cc1	-23	0.2	-7	-8	2	-9	-2	-7	-9	4
CN(C(=O)COC(=O)/C=C/c1ccc(F)cc1)c1c(N)n(Cc2ccccc2)c(=O)[nH]c1=O	2	1.1	-3	-2	-2	0	-1	0	-1	-3
COC(=O)c1cn(C)c2ccc(S(=O)(=O)N3CC(C)CC(C)C3)cc2c1=O (centres undefined)	2	-0.9	-1	-4	3	3	6	0	1	2
Cc1ccc(C(=O)NC(=S)N(C)C2CCCCC2)cc1Br	-5	-0.8	9	17	-2	-3	0	-1	15	1
O=C(NCc1ccc(F)cc1)C1CCN(S(=O)(=O)N2CCC3(CC2)OCCO3)CC1	-1	-2.4	-1	-4	-2	1	8	-4	-8	3
O=C(CCl)Nc1cc(S(=O)(=O)N2CCCCCC2)ccc1Cl	-5	-1.0	0	6	2	6	-1	3	-1	-4
COC(=O)c1ccccc1NC(=O)CN1CCOCC1	-6	-1.2	1	5	-1	2	-2	-2	-4	-1
O=C1CCCC(O)=C1C=Nc1ccc(O)cc1	5	-1.9	1	27	-5	11	1	1	0	-1
Cc1nc2sc3c(=O)[nH]nnc3c2c(C)c1Br	2	0.6	4	-1	0	-2	1	9	4	-3
COc1cc(C)ccc1S(=O)(=O)NC(=O)C1(C)CCN1C(=O)Cc1ccc(C(C)(C)C)cc1 (centres undefined)	·	0.6	-1	-2	4	-2	-5	3	-8	-6
COC(=O)c1cccc(COC(=O)c2ccc(CS(=O)(=O)c3ccc(C)cc3)cc2)c1	-6	1.4	-8	-5	4	1	0	-2	-14	3
CC(=O)OCC=C1CCC2C3CC(C)C4=CC(=O)CCC4(C)C3C(O)CC12C (centres undefined)	-16	-0.9	3	-1	-3	-1	-1	-6	-2	-3
CCCCCC(=O)N1CCN(c2ccc(C(C)=O)cc2F)CC1	1	1.5	2	-6	0	3	-4	-5	-5	1
CCOc1ccc(NC(=O)CN(C)C(=O)CCCc2nc3ccccc3c(=O)[nH]2)cc1OCC	4	-0.4	-1	-1	1	-3	-5	0	7	0
COc1cc(/C=N/NC(=O)c2ccc(NC(=O)C3CC3)cc2)ccc1OC(C)=O	3	-1.7	-1	2	-2	-3	-2	2	4	-2
CN1CCN(S(=O)(=O)c2ccc(Cl)c3ccccc23)CC1	2	-0.6	-4	4	2	-3	1	1	2	2
CCCCCCCCCOC(=O)C[n+]1csc(CCO)c1C	3	-0.5	-1	8	1	-2	-2	-3	-4	0
O=C(CCSc1nc(-c2ccco2)cc(C(F)(F)F)n1)N1CCN(c2ccccn2)CC1	-5	1.6	0	2	-1	3	0	-5	0	-5
COc1ccc(-c2ccc(CCC(=O)O)n2NC(=O)c2ccc(O)cc2)cc1	6	1.1	-1	4	-1	-1	3	-1	1	1
COC(=O)c1ccc(CN2CCCC(C(=O)c3cc(F)ccc3OC)C2)cc1 (centres undefined)	-3	-1.0	5	-1	2	0	3	13	-12	-10
Cc1ccc(Cn2ccc(NC(=O)c3nn(C)cc3[N+](=O)[O-])n2)cc1	1	1.1	-1	-2	4	3	4	-3	2	-1
CC1=NN(C(=O)CCc2ccc3c(c2)OCO3)C(O)(C(F)(F)F)C1 (centres undefined)	-2	-3.1	0	2	2	9	-2	-1	9	-2
O=C(CSc1nnc(NC(=O)c2c(F)cccc2F)s1)NCC1CCCO1 (centres undefined)	-4	0.3	0	3	-4	-3	-3	2	8	1
Cc1cc(/C=C(\C#N)C(=O)NCc2ccccc2)cc(C)c1O	-9	-1.0	-3	-13	0	-1	5	-3	11	-2
Cc1ccsc1C(=O)OCC(=O)c1cc(C)n(CC2CCCO2)c1C (centres undefined)	-14	-1.5	-1	-1	0	6	-2	-1	6	-2
CCN1C(=O)[C@H]2[C@@H](c3ccc(-c4ccc(F)cc4)c(OC)c3)N[C@@](CC(C)C)(C(=O)OC)[C@H]2C1=O	·	1.0	-3	-13	0	4	8	-3	-8	3
CN(Cc1nccn1C)C(=O)c1ccc(OC2CCN(CCc3ccccc3)CC2)cc1	-3	-0.9	-8	3	3	1	0	-4	-10	-2
NN/C(=C\[N+](=O)[O-])Nc1ccccc1	4	0.8	-3	1	0	-3	-8	9	-2	4
COc1ccccc1OCC(=O)NNC(=O)CCCC(=O)NNC(=O)COc1ccccc1OC	9	-2.2	-1	1	0	26*	-5	-2	-5	1
O=C(Nc1cccc2ccccc12)c1ccc(OC(=S)N2CCOCC2)cc1	-49	-0.7	1	-46	0	3	-4	-5	-14	-3
COC(=O)C(Cc1ccccc1)NC(=O)CNC(=O)c1ccc(Br)o1 (centres undefined)	3	0.0	-1	7	-1	9	5	6	8	2
O=C(O)CCc1nc2cc(Cl)ccc2n(Cc2ccccc2)c1=O	4	0.7	6	0	-1	-3	-4	-1	5	-6

Screens as filed in PubChem.
